Compound activity: PubChem, several laboratories
human PMI inhibition: inhibitors of human PMI, primary screen, biochemical, fluorescence intensity, coupled assay (AID 1209); purified PMI enzyme, coupled fluorescence intensity; higher % means a stronger effect; inhibition, % at 20 µM, or IC50 in µM where a hit was titrated; 0.42% of 190,000 active;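 also: plate controls were DMSO vehicle for no effect and wells lacking substrate for full effect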
AID2073: disruptors of CaV2.2 binding to Mint1 – biochemical, HTRF (AID 2073) | inhibition, % at 20 µM, or IC50 in µM where a hit was titrated | 0.19% of 290,000 active | HTRF protein-protein interaction, Mint1-CaV2.2; higher % means a stronger effect; in the data active = inhibition mostly above about 51%, no sharp cut-off; also: some results filed as inactive read as strong as hits
P. falciparum M1AAP: malaria alanyl aminopeptidase activity blockers – biochemical, fluorogenic H-Leu-NHMec substrate, 1536-well (AID 1445); recombinant M1AAP, H-Leu-NHMec fluorogenic kinetic assay; higher % means a stronger effect; one-dose inhibition, % at 30 µM; IC50 in µM for titrated hits; 0.42% of 220,000 active;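 active = primary inhibition above the hit cutoff, then over 50% inhibition at one or more dose response concentrations, cut at about 23% in these data, passing the limit was not always enough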;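 also: plate controls were DMSO full reaction for no effect and no enzyme background for full effect; strong numbers were not always called active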
XIAP displacement: XIAP antagonists, biochemical, IAP family, fluorescence polarization (AID 1018); XIAP BIR domain, fluorescence polarization peptide displacement; higher % means a stronger effect; one-dose displacement, % at 20 µM; IC50 in µM for titrated hits; 0.007% of 200,000 active; in the data active = displacement above about 50%; also: a part of the inactive calls stands beside numbers as strong as those of hits
M17LAP inhibition: P. falciparum M17LAP inhibitors, primary screen, biochemical, fluorogenic H-Leu-NHMec substrate, 1536-well (AID 1619). recombinant M17LAP, H-Leu-NHMec fluorogenic kinetic assay; higher % means a stronger effect. 0.38% of 220,000 active. one-dose inhibition, % at 30 µM; IC50 in µM for titrated hits;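 active = compound inhibiting the enzyme by more than half at any dose during confirmatory dose-response retesting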;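 also: plate controls were full reaction with DMSO carrier for no effect and no enzyme background for full effect; strong numbers were not always called active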
Siah-1 displacement: blockers of Siah-1 interaction with plectin peptide – biochemical, fluorescence polarization, rhodamine-plectin, uHTS, primary screen (AID 1817); Siah-1 / rhodamine-plectin peptide fluorescence polarization; higher % means a stronger effect; displacement, % at 20 µM; hits with a dose series show IC50 in µM; 0.02% of 290,000 active;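 active = displacement of at least 50% at 20 µM, with a fluorescence ratio check between 0.3 and a set limit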;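 also: plate controls were Siah plus tracer with DMSO for no effect and tracer alone without Siah for full effect; strong numbers were not always called active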
Dynein transport: blocks dynein driven cargo transport along microtubules; 3617.4 mouse cells, GR-EGFP nuclear translocation imaging; test concentration mostly 20 µM; stimulated with dexamethasone, 1 µM; active compounds read low; 0.47% of 220,000 active; AID 1381; z-score, hits read low;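 active = plate z-score of nuclear minus cytoplasmic receptor signal below a set negative limit, without overly bright fluorescence or cell loss, cut at about -3.5 in these data, passing the limit was not always enough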;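 also: z-score of nuclear minus cytoplasmic ring GR-EGFP intensity difference per well; some compounds called inactive have numbers as strong as hits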
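Also added – dexamethasone, 1.0 µM final · Buffer or medium – tet-free, stripped-serum medium · Schedule – induction 48 h, compound 1 h, agonist 30 min · Detection – formaldehyde fixation, Hoechst nuclear stain, 10x automated fluorescence imaging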
LYP phosphatase: inhibitors of LYP phosphatase, biochemical, fluorescence intensity, uHTS (AID 1779) | 0.054% of 290,000 active | inhibition, % at 11.5 µM, or IC50 in µM where a hit was titrated | recombinant LYP phosphatase, fluorescence intensity; higher % means a stronger effect;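 also: plate controls were vehicle with enzyme for no effect and no enzyme for full effect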
PMI inhibition: MPI inhibition at elevated mannose 6-phosphate – biochemical, fluorescence intensity, high mannose 6-phosphate, primary screen (AID 1220); inhibition, % at 20 µM, or IC50 in µM where a hit was titrated; 0.66% of 190,000 active; recombinant PMI enzyme, coupled fluorescence intensity; higher % means a stronger effect
Dynein transport cytoplasmic EGFP: further read-out of Dynein transport, marked with its call; z-score; measured here: cytoplasmic GR-EGFP intensity; active compounds read high
Dynein transport nuclear GR-EGFP: further read-out of Dynein transport, marked with its call; z-score; measured here: nuclear GR-EGFP intensity;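 lower value marks the stronger effect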
Dynein transport cell count: recorded beside Dynein transport, whose call it bears; z-score; measured here: cell count per field
* marks the source's active call; other numbers are inactive results; . = not tested or not shown. Rule as the data show it, unless noted: active = inhibition above about 50%; inactive = the rest.

SMILES | human PMI inhibition | AID2073 | P. falciparum M1AAP | XIAP displacement | M17LAP inhibition | Siah-1 displacement | Dynein transport | Dynein transport cytoplasmic EGFP | Dynein transport nuclear GR-EGFP | Dynein transport cell count | LYP phosphatase | PMI inhibition
COc1ccc(Cl)cc1NC(=O)c1cc(-c2cc(C)ccc2O)n[nH]1 | . | 14% | 2% | . | 5% | -1% | -0.17 | -0.15 | 0.3 | -0.34 | -2% | .
CC(C)(C)CC(C)(C)NCC(=O)Nc1c2c(nc3ccccc13)CCC2 | -2% | -7% | -1% | -6.2% | 16% | 0% | -0.5 | -0.25 | -0.089 | 0.038 | -9% | -4%
CCN(CC)c1ccc(NC(=O)c2c(OC)cccc2OC)c(C)c1 | 13% | -6% | -7% | -2.1% | 4% | -2% | -0.45 | -0.23 | -0.41 | 0.59 | -9% | 6%
CC1(C)Cc2cccc(C(=O)NCc3ccco3)c2O1 | . | 12% | 15% | . | 3% | -1% | -1.3 | -0.2 | -0.65 | 0.91 | 2% | .
O=C(c1ccccc1NS(=O)(=O)c1ccc2c(c1)OCCO2)N1CCOCC1 | 4% | 1% | 2% | 0.3% | 6% | 4% | 0.61 | -0.22 | 0.0077 | -0.74 | -2% | 8%
COc1cccc(C(=O)CSc2nnc(CNc3nc(-c4ccccc4)cs3)n2C)c1 | 12% | -14% | 5% | -8.8% | 4% | 3% | 2.4 | -0.35 | 1.2 | -0.22 | -2% | 19%
CC(=O)N1N=C(c2ccncc2)OC12CCCCCC2 | 3% | -4% | 1% | -0.5% | -29% | 2% | -0.9 | -0.24 | -0.41 | 0.38 | -4% | 4%
CCCCN(CCCC)S(=O)(=O)c1ccc(NC(=O)c2cccs2)cc1 | 10% | 1% | 8% | -2.1% | -1% | 2% | -0.65 | -0.21 | -0.14 | 0.57 | 5% | 7%
CCOc1ccc2nc(NCCNC(=O)C(C)C)c(C)cc2c1 | 4% | 5% | 0% | -5.6% | -49% | -8% | -0.72 | -0.16 | -0.081 | 0.022 | -6% | 6%
CNC(=O)c1cc2c(s1)-c1ccccc1CC2 | 13% | 10% | 3% | -8.0% | -44% | 4% | 0.19 | -0.21 | 0.23 | -0.36 | -29% | 8%
O=C(O)CCc1nn2c3ccccc3n(Cc3ccccc3F)c2nc1=O | -2% | 30% | 4% | -3.4% | -7% | 3% | -0.31 | -0.26 | -0.25 | 0.53 | -4% | -5%
O=C(c1cc2cc([N+](=O)[O-])ccc2oc1=O)N1CCN(c2ncccn2)CC1 | -3% | 3% | 3% | -2.1% | 2% | 0% | -0.5 | -0.42 | -0.27 | 1.1 | 0% | -3%
COc1ccc(OCCC(=O)N2CCCCC2)cc1 | 3% | 3% | 6% | -3.0% | 8% | 0% | -0.49 | -0.2 | -0.2 | -0.44 | 2% | -2%
COc1ccc(-c2cc(C(F)(F)F)n3ncc(C(=O)O)c3n2)cc1OC | 1% | 10% | 5% | -1.0% | 16% | -4% | -0.58 | -0.34 | -0.28 | 0.49 | -15% | -6%
Cc1ccc2c(c1)CN1CN2Cc2cc(C)ccc21 | -8% | 5% | -1% | -3.5% | 1% | -6% | 0.16 | -0.19 | 0.48 | -0.68 | -6% | -7%
CCOc1ccc(CNC(=O)c2ccc(Sc3ccc(Cl)cc3)c(NC(C)=O)c2)cc1OC | 21% | 2% | 4% | -9.7% | 10% | 2% | 0.48 | -0.23 | 0.27 | -0.16 | -1% | 10%
CN1CCN(C(=O)c2cnn(-c3ccccc3)c2NC(=O)c2ccccc2F)CC1 | -2% | 2% | -3% | 0.4% | 2% | -3% | 0.24 | -0.13 | 0.26 | -0.79 | -7% | -7%
COc1ccccc1N1CCN(S(=O)(=O)c2cnc[nH]2)CC1 | 6% | -10% | -4% | -7.1% | 1% | -2% | 0.17 | 0.014 | 0.18 | 0.12 | -3% | 11%
O=[N+]([O-])c1ccc(S(=O)(=O)CC(CN2CCOCC2)N2CCOCC2)cc1 (stereo unspecified) | -2% | -6% | 3% | 0.2% | -7% | -4% | -0.28 | -0.37 | -0.13 | 0.81 | -7% | 2%
Nc1nnc(SCC(=O)c2ccco2)s1 | 0% | -14% | 7% | -3.8% | 6% | -1% | 0.13 | -0.2 | -0.053 | -0.028 | -1% | 2%
Cn1c(SCC(=O)Nc2ccccc2)nc2c([nH]c3ccccc32)c1=O | 4% | -3% | 2% | -1.8% | -8% | 5% | -0.064 | -0.26 | 0.39 | 0.2 | -5% | 3%
Cc1cccc(C)c1NC(=S)NNc1ncc(C(F)(F)F)cc1Cl | -17% | -30% | -5% | -5.8% | 16% | -7% | 0.13 | -0.24 | 0.73 | 0.53 | -12% | -22%
Cc1nc2ccccc2c(=O)n1NC(=O)c1cc(Br)ccc1Cl | . | 6% | 1% | . | 0% | -5% | 3 | -0.52 | 1.8 | -2.3 | -8% | .
COCCNC(=O)CC(=O)N/N=C/c1cccc(C(=O)OC)c1 | 13% | 1% | 3% | -9.9% | 3% | -2% | 0.74 | -0.22 | 0.65 | -1.3 | -7% | 12%
CC(=O)c1ccc(NC(=O)Oc2ccccc2)cc1 | -2% | -6% | 1% | -3.1% | 4% | 1% | -0.52 | -0.27 | -0.42 | 2.1 | -4% | -2%
CN(CCc1ccccn1)C(=O)CCC1CCCN(C(=O)c2cscn2)C1 (stereo unspecified) | 6% | -2% | -3% | -8.8% | 3% | 6% | 0.57 | -0.011 | 0.45 | -0.33 | -4% | 0%
COc1ccc(C(CNC(=O)c2ccc(OCC3CCCO3)cc2)N2CCOCC2)cc1 (stereo unspecified) | 5% | 0% | 1% | -3.6% | -6% | 0% | 0.72 | -0.19 | 0.52 | 0.17 | -4% | 4%
CCOc1ccccc1NC(=O)N1CCC(C(=O)c2ccc(F)cc2)CC1 | 21% | 0% | 3% | -1.6% | 0% | 0% | -1.2 | -0.27 | -0.84 | 1.2 | 3% | 8%
O=C(O)c1cccc(-n2cccc2C=C2C(=O)c3ccccc3C2=O)c1 | -13% | 21% | 16% | -5.1% | 7% | 8% | -0.65 | -0.31 | -0.33 | 0.63 | 8% | 9%
Cc1ccc(-n2c(C)cc(C(=O)CN3C(=O)C(=O)N(C4CCCC4)C3=O)c2C)cc1 | 14% | 3% | 4% | -0.9% | -1% | 12% | -0.73 | -0.17 | -0.54 | -0.64 | 4% | 20%
CC1(C)Cc2ccccc2-c2nc(NCCO)n(-c3ccccc3)c(=O)c21 | -7% | 24% | 13% | -3.3% | -163% | 1% | 0.13 | -0.28 | 0.64 | -0.055 | -8% | -6%
CCCCn1c(Cc2ccccc2)n[nH]c1=S | 2% | -24% | 11% | -7.7% | -2% | 2% | -0.64 | -0.17 | -0.094 | -0.31 | -5% | -12%
CCC1CCCCN1Cc1nc2c(c(=O)n(C)c(=O)n2C)n1CC(C)C (stereo unspecified) | 3% | 4% | . | -3.3% | . | 4% | . | . | . | . | -1% | 6%
O=C(Nc1ccc2[nH]c(=O)[nH]c2c1)Nc1ccc(F)cc1F | 40% | -9% | 4% | 2.0% | 0% | -10% | -0.88 | -0.28 | -0.34 | 0.2 | -11% | 56%*
COc1cc(OC)c(OC)cc1CN1CCN(S(=O)(=O)c2ccc(NC(C)=O)cc2)CC1 | 9% | -2% | -4% | -6.8% | 10% | 2% | -0.053 | -0.31 | 0.06 | 0.85 | -10% | 35%
CCOC(=O)C1CCN(C(=O)CN(c2ccc3c(c2)OCO3)S(C)(=O)=O)CC1 | 9% | 6% | 13% | -5.9% | 11% | -2% | -0.37 | -0.22 | -0.24 | 1.4 | 2% | 0%
CCN(CC)S(=O)(=O)c1ccc2oc(C(=O)O)c(C)c2c1 | 10% | -3% | 4% | -4.1% | 6% | 5% | -0.0075 | -0.18 | 0.19 | -0.55 | -12% | 2%
CCOC(=O)c1cc(C(=O)c2cc(Cl)ccc2O)coc1=N | 3% | 38% | 8% | -2.3% | 9% | 9% | -1.2 | -0.18 | -0.5 | 0.8 | 2% | 10%
CCOC(=O)C1=C(c2cccc(Oc3ccccc3)c2)NC(=S)NC1C (stereo unspecified) | 39% | -19% | 5% | -24% | -13% | 0% | 0.087 | -0.087 | 0.47 | -0.22 | 1% | 23%
COc1ccccc1C(CC(=O)c1ccccc1)CC(=O)c1ccccc1 | 7% | 0% | 9% | -4.5% | -1% | 7% | -1.1 | -0.17 | -0.74 | -0.024 | 6% | 3%
CCN1CCN(C(=O)CN(C)S(=O)(=O)c2ccc3ccccc3c2)CC1 | 8% | 4% | 14% | -4.7% | 12% | 9% | 0.23 | -0.045 | 0.46 | 0.48 | -9% | 9%

Nothing new here: 6 of the compounds above.
SMILES | human PMI inhibition | AID2073 | P. falciparum M1AAP | XIAP displacement | M17LAP inhibition | Siah-1 displacement | Dynein transport | Dynein transport cytoplasmic EGFP | Dynein transport nuclear GR-EGFP | Dynein transport cell count | LYP phosphatase | PMI inhibition
CCOC(=O)C1CCN(C(=O)CN(c2ccc3c(c2)OCO3)S(C)(=O)=O)CC1 | 9% | 6% | 13% | -5.9% | 11% | -2% | -0.37 | -0.22 | -0.24 | 1.4 | 2% | 0%
CCN(CC)S(=O)(=O)c1ccc2oc(C(=O)O)c(C)c2c1 | 10% | -3% | 4% | -4.1% | 6% | 5% | -0.0075 | -0.18 | 0.19 | -0.55 | -12% | 2%
CCOC(=O)c1cc(C(=O)c2cc(Cl)ccc2O)coc1=N | 3% | 38% | 8% | -2.3% | 9% | 9% | -1.2 | -0.18 | -0.5 | 0.8 | 2% | 10%
CCOC(=O)C1=C(c2cccc(Oc3ccccc3)c2)NC(=S)NC1C (stereo unspecified) | 39% | -19% | 5% | -24% | -13% | 0% | 0.087 | -0.087 | 0.47 | -0.22 | 1% | 23%
COc1ccccc1C(CC(=O)c1ccccc1)CC(=O)c1ccccc1 | 7% | 0% | 9% | -4.5% | -1% | 7% | -1.1 | -0.17 | -0.74 | -0.024 | 6% | 3%
CCN1CCN(C(=O)CN(C)S(=O)(=O)c2ccc3ccccc3c2)CC1 | 8% | 4% | 14% | -4.7% | 12% | 9% | 0.23 | -0.045 | 0.46 | 0.48 | -9% | 9%

Rows are unselected; overall some 2.1% were active at least once.
